Screening data deposited in PubChem BioAssay by several laboratories.
LYP inh 2 = blocks human PTPN22 phosphatase activity. inhibition, % at 2 µM. 96,000 compounds, 0.21% hits. Q9Y2R2. recombinant LYP catalytic domain, DiFMUP fluorescence. AID 640;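 active means inhibition at 2 µM at or above a set limit, the screen mean plus 3 SD, cut at about 24% in these data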;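 further: 0% = DMSO with enzyme and 100% = enzyme fully blocked by orthovanadate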
LYP act = activators of human LYP (PTPN22) phosphatase; 96,000 compounds, 0.11% hits; recombinant LYP, DiFMUP fluorescence; 0 = plate median, 100 = signal doubled; AID 697; Q9Y2R2; activation, % at 2 µM;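 active means activation at 2 µM above a set limit, the mean plus 5 SD, cut at about 37% in these data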
PTK2B oligo ant = antagonists of human Pyk2 oligomerization; Q293 cells, Pyk2 FERM NanoBiT luminescence; active compounds read low; z-score (the deposit names both 25 µM and 10 µM); 99,000 compounds, 0.83% hits; AID 1347419; Q14289;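 active means Z-score of -3 or lower, scaled per plate to the spread of control and sample wells; inactive means z-score above -3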;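 further: negative z-score means lost luminescence so less FERM oligomerization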
Target sequence (Q14289 whole entry, looked up): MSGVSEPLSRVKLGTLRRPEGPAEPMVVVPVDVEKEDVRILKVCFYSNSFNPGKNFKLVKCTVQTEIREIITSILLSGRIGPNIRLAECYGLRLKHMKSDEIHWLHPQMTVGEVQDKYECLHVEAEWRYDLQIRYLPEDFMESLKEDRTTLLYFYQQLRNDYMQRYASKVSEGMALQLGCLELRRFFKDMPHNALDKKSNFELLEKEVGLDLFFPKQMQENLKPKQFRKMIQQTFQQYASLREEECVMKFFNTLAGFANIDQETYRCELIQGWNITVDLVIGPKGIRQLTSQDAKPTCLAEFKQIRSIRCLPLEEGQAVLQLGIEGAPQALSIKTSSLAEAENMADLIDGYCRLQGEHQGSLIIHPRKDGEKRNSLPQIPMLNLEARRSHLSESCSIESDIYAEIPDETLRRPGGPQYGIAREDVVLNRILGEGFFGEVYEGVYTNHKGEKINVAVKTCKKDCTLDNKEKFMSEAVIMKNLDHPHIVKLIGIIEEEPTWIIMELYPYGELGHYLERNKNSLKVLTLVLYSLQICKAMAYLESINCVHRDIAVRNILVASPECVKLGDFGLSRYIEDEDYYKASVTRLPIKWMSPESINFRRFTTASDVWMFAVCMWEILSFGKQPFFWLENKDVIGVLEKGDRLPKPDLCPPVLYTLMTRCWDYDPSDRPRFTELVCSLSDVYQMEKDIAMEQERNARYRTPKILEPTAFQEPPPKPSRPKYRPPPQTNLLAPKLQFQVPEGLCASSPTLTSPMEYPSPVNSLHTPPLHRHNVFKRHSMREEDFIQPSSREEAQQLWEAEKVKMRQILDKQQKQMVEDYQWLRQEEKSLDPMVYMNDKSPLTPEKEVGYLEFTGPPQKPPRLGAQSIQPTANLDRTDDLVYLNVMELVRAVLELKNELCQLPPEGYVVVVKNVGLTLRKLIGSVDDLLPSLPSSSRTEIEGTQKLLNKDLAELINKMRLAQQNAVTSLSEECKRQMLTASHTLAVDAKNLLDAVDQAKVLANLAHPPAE
cytoskel mod = alters cytoskeleton assembly in HUVEC cells | HUVEC TNFa F-actin phalloidin imaging, high content | 91,000 compounds, 0.18% hits | inhibition, % at 2 µM | AID 836;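 active means inhibition above the batch mean plus 3 SD and confirmed as a hit by visual image inspection, cut at about 30% in these data, passing the limit was not always enough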; further: strong numbers were not always called active
EphB4 antag = EphB4-ephrin-B2 interaction antagonism; EphB4 LBD / TNYL-RAW-Alexa532 peptide, fluorescence polarization; AID 720; 97,000 compounds, 0.15% hits; P54760; inhibition, % at 7 µM;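 active means inhibition above the screen-wide mean inhibition plus 3 SD, cut at about 15% in these data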;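 further: 0% = DMSO wells and 100% = excess unlabeled TNYL-RAW peptide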
FAK blocker = inhibitors of human focal adhesion kinase; Q05397; biochemical FAK kinase activity assay; inhibition, %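 (tested at 7 µM)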; 97,000 compounds, 0.84% hits; AID 727; in the data active means inhibition above about 19%;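 further: 0% = DMSO and 100% = reference compound high control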
PLK1 PBD inh = blocks phosphopeptide binding to human Plk1 polo box domain; P53350; Plk1 PBD phosphopeptide binding, fluorescence polarization; AID 693; 97,000 compounds, 0.13% hits; inhibition, %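 (tested at about 20 µM)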; in the data active means inhibition above about 34%, passing the limit was not always enough
PLK1 inh = inhibitors of human PLK1 kinase. recombinant PLK1 kinase, TR-FRET peptide phosphorylation. inhibition, % at 10 µM. 97,000 compounds, 0.53% hits. AID 619;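 active means inhibition of 50% or more in the single-concentration screen; inactive means inhibition below 50%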;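 further: 0% = DMSO max control and 100% = H-89 dihydrochloride min control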
HIV Rev-RRE inh = disrupts HIV-1 Rev binding to RRE RNA | P05866 | 97,000 compounds, 0.79% hits | inhibition, % at 8 µM | Rev peptide-RRE RNA binding, FRET | AID 704;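 active means inhibition above the screen-wide mean plus 3 SD, cut at about 35% in these data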;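 further: 0% = median DMSO wells and 100% = median Neomycin B control wells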
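Test system: Cy5-tagged RRE RNA duplex with fluorescein-tagged Rev peptide | Read-out: % inhibition of FRET ratio versus controls | Probe or stimulus: Labelled Rev peptide | Incubation: 5 min RNA-compound premix plus 15 min binding step, 25 °C | Technique: FRET fluorescence readout | Benchmarks: DMSO low control, neomycin B high control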
An asterisk follows results filed as active; / = not tested or not shown. This is a random part of the collection (roughly 3.5% active in at least one column).

The first 14 records, ahead of the listing:
SMILES	LYP inh 2	LYP act	PTK2B oligo ant	cytoskel mod	EphB4 antag	FAK blocker	PLK1 PBD inh	PLK1 inh	HIV Rev-RRE inh
CCCCCn1c(=O)[nH]c2cc(C(=O)NCCCN(CC)CC)ccc2c1=O	-7	4	-0.97	7	0	-3	-15	-13	18
O=C(O)C1C2CCCCC2=C2CCCCC2C1C(=O)O (stereo not given)	16	-17	-0.85	/	2	-7	0	-5	7
CC(C)(C)NC(=O)COc1ccc(CNn2nnnc2N)cc1	5	-5	1.4	8	-1	-6	-22	-16	0
Cc1ccc2c(c1)c(CC(=O)Nc1ccc(C)c(F)c1)c(C(=O)O)n2C	1	3	-0.63	/	11	-4	4	2	1
CC1CCCCC12NC(=O)N(CC(=O)NC(=O)Nc1ccc3c(c1)OCCO3)C2=O (stereo not given)	-11	8	-3.6*	8	3	-2	-8	4	-2
Cc1cc(C)cc(NC(=O)c2ccc(CNc3c(N4CCOCC4)c(=O)c3=O)cc2)c1	-1	-2	/	-1	-5	-9	-5	-19	2
COc1ccccc1-c1cc(C(=O)N2CCN(c3ccc(F)cc3)CC2)no1	5	-5	-1.9	5	-4	-1	-2	4	8
O=C(CCC(=O)N(c1ccc(F)cc1)C(C(=O)NC1CCCC1)c1ccncc1)Nc1cccnc1 (stereo not given)	6	-6	-0.06	11	3	1	4	-3	7
Clc1ccc(CSc2nnc(CNc3cccc(Cl)c3)o2)cc1	3	-4	0.38	-2	4	1	-3	4	19
O=C(COC(=O)c1cc(-c2cccs2)nc2ccccc12)NCc1ccco1	0	-2	-2.1	2	-3	5	-6	-8	3
O=C(Nc1ccc(Cl)c(-c2nc3ccccc3[nH]2)c1)c1cccnc1	11	-6	-1.1	-18	-8	1	-1	-8	-2
COc1ccc(S(=O)(=O)N2CCCC(C(=O)Nc3cccc(C(C)=O)c3)C2)cc1 (stereo not given)	-14	14	-0.52	16	-4	1	3	-7	3
COc1ccc(Nc2nc(=O)[nH]nc2C)cc1	-5	7	-0.5	2	-3	0	4	-7	4
Cc1cccc(NC(=O)CSc2nc3c(c(=O)[nH]2)CCCC3)c1C	2	2	0.07	/	8	0	3	4	5

The list itself, repeating the preview:
SMILES	LYP inh 2	LYP act	PTK2B oligo ant	cytoskel mod	EphB4 antag	FAK blocker	PLK1 PBD inh	PLK1 inh	HIV Rev-RRE inh
CCCCCn1c(=O)[nH]c2cc(C(=O)NCCCN(CC)CC)ccc2c1=O	-7	4	-0.97	7	0	-3	-15	-13	18
O=C(O)C1C2CCCCC2=C2CCCCC2C1C(=O)O (stereo not given)	16	-17	-0.85	/	2	-7	0	-5	7
CC(C)(C)NC(=O)COc1ccc(CNn2nnnc2N)cc1	5	-5	1.4	8	-1	-6	-22	-16	0
Cc1ccc2c(c1)c(CC(=O)Nc1ccc(C)c(F)c1)c(C(=O)O)n2C	1	3	-0.63	/	11	-4	4	2	1
CC1CCCCC12NC(=O)N(CC(=O)NC(=O)Nc1ccc3c(c1)OCCO3)C2=O (stereo not given)	-11	8	-3.6*	8	3	-2	-8	4	-2
Cc1cc(C)cc(NC(=O)c2ccc(CNc3c(N4CCOCC4)c(=O)c3=O)cc2)c1	-1	-2	/	-1	-5	-9	-5	-19	2
COc1ccccc1-c1cc(C(=O)N2CCN(c3ccc(F)cc3)CC2)no1	5	-5	-1.9	5	-4	-1	-2	4	8
O=C(CCC(=O)N(c1ccc(F)cc1)C(C(=O)NC1CCCC1)c1ccncc1)Nc1cccnc1 (stereo not given)	6	-6	-0.06	11	3	1	4	-3	7
Clc1ccc(CSc2nnc(CNc3cccc(Cl)c3)o2)cc1	3	-4	0.38	-2	4	1	-3	4	19
O=C(COC(=O)c1cc(-c2cccs2)nc2ccccc12)NCc1ccco1	0	-2	-2.1	2	-3	5	-6	-8	3
O=C(Nc1ccc(Cl)c(-c2nc3ccccc3[nH]2)c1)c1cccnc1	11	-6	-1.1	-18	-8	1	-1	-8	-2
COc1ccc(S(=O)(=O)N2CCCC(C(=O)Nc3cccc(C(C)=O)c3)C2)cc1 (stereo not given)	-14	14	-0.52	16	-4	1	3	-7	3
COc1ccc(Nc2nc(=O)[nH]nc2C)cc1	-5	7	-0.5	2	-3	0	4	-7	4
Cc1cccc(NC(=O)CSc2nc3c(c(=O)[nH]2)CCCC3)c1C	2	2	0.07	/	8	0	3	4	5
O=C(NCc1ccco1)C(Cc1ccccc1)N1C(=O)C2C3C=CC(C3)C2C1=O (stereo not given)	2	-3	1.4	14	1	0	-16	-7	-2
C=CCNC(=O)C1CCN(c2c([N+](=O)[O-])cc(C(F)(F)F)cc2[N+](=O)[O-])CC1	7	-4	0.2	-2	2	2	-36	-6	1
CCOC(=O)c1ccc(NC(=O)N2CCN(C3CCCCC3)CC2)cc1	-10	9	0.64	2	4	2	-1	-5	15
CC(=O)c1oc2ccccc2c1N	-1	0	0.56	/	2	-5	-29	2	2
O=C(CN1CCN(c2ccc(F)cc2)CC1)OCc1ccccc1	-11	7	0.03	3	2	0	6	-11	4
CN1CC[n+]2c(CN3C(=O)c4ccccc4C3=O)csc21	-9	6	-0.63	18	-1	-6	0	2	3
O=C1c2ccccc2NC(c2ccc(O)cc2)N1Cc1ccco1 (stereo not given)	11	-12	-0.64	13	3	2	-7	0	8
CCOc1ccccc1NC(=O)C(CC(C)C)NC(=O)C1CCC(C)CC1 (stereo not given)	-18	16	-0.89	0	-6	3	10	1	1
O=C(c1ccc(Br)o1)N(c1ccc(Br)cc1)C1C=CS(=O)(=O)C1 (stereo not given)	-16	7	0.46	-6	0	1	-12	-9	0
Nc1ccccc1-c1nnc(SCc2ccccc2F)[nH]c1=O	-11	9	0.32	-6	-12	-5	9	-6	0
COC(=O)c1cccc(S(=O)(=O)N(Cc2ccco2)Cc2cc3ccc(OC)cc3[nH]c2=O)c1	-5	6	-2.6	-28	4	1	-26	-11	5
CCOC1=NC(C(=O)O)c2ccccc2/C(=C(/C)Cl)N1 (stereo not given)	11	-11	0.1	-12	2	-4	8	-1	11
CC(=O)c1c(N2CCN(c3ccccc3)CC2)nc(=S)n(-c2ccccc2)c1C	-7	5	-0.98	5	-8	0	6	-11	30
Nc1nc(CSc2nnnn2-c2ccc(Cl)cc2)nc(N2CCOCC2)n1	-3	6	-0.41	24	-9	-2	2	-10	4
CCN(CC)c1ccc(/C=N/NC(=S)NCc2ccccc2)cc1	-1	5	-0.76	-29	5	-6	-11	-1	4
COc1ccc(NC(=O)CN2CCN(CC(=O)Nc3ccccc3Cl)CC2)c(OC)c1	3	-6	0.6	18	-2	1	-3	3	8
CC(C)NC(=O)c1cnn2c1NC(c1cccs1)CC2C(F)(F)F (stereo not given)	-5	2	-0.33	2	-7	0	-8	-7	2
CC1CN(CCCCOc2ccc(C(C)C)cc2)CC(C)O1 (stereo not given)	8	-7	-0.66	/	-5	4	20	-4	6
c1ccc(CCn2nnnc2CN2CCCc3ccccc32)cc1	1	3	4.3	-15	-8	4	-2	-16	29
COc1cc(C2C(C(C)=O)=C(O)C(=O)N2CCN(C)C)ccc1O (stereo not given)	-6	3	-0.8	20	3	-4	-31	-8	5
O=C(Nc1ccc2oc(-c3ccccc3Cl)nc2c1)c1cncc(Br)c1	17	-17	0.63	-15	3	-18	0	-32	15
CCOC(=O)NCc1ccc(Cl)c(Cl)c1	8	-9	0.25	-8	0	2	-12	-8	-1

2 records drawn at random from the list so far, as already listed:
SMILES	LYP inh 2	LYP act	PTK2B oligo ant	cytoskel mod	EphB4 antag	FAK blocker	PLK1 PBD inh	PLK1 inh	HIV Rev-RRE inh
O=C(Nc1ccc(Cl)c(-c2nc3ccccc3[nH]2)c1)c1cccnc1	11	-6	-1.1	-18	-8	1	-1	-8	-2
CC(=O)c1oc2ccccc2c1N	-1	0	0.56	/	2	-5	-29	2	2

(cont.)
SMILES	LYP inh 2	LYP act	PTK2B oligo ant	cytoskel mod	EphB4 antag	FAK blocker	PLK1 PBD inh	PLK1 inh	HIV Rev-RRE inh
C/C=C/c1ccc(OCCCNC(C)CC)c(OC)c1 (stereo not given)	2	-1	-0.02	/	-6	-2	-12	-3	6
CCCCNC(=O)CS(=O)Cc1nc(-c2cccc(C)c2)oc1C (stereo not given)	2	-3	/	8	-7	0	-16	-5	-2
CCOC(=O)c1[nH]c2ccccc2c1NC(=O)C1CCCCC1	-1	-4	-0.32	10	9	-1	-16	-5	-3
CCOC(=O)c1ccccc1NC(=O)CSc1nc2ccccc2n1CC(=O)N1CCCC1	0	-2	0.31	-40	10	5	-4	-10	12
Cc1noc(C)c1COC(=O)C1COc2ccccc2O1 (stereo not given)	-2	0	0.65	10	1	1	-1	10	8
Cc1nc2sc(C(c3cccs3)N3CCC4(CC3)OCCO4)c(O)n2n1 (stereo not given)	-8	9	0.84	-8	-5	0	-25	-7	0
Cc1ccc2c(c1)N(CCC(=O)NC1CC1)C(=O)C(C)O2 (stereo not given)	0	0	0.75	8	1	4	6	-15	6
Cc1ccc(-c2[nH]nc(N)c2N=Nc2ccccc2C)cc1	-5	9	-1.7	-40	-6	2	18	10	12
COc1ccc(OC)c(S(=O)(=O)N(C)CC(=O)Nc2ccc3c(c2)OCCO3)c1	-7	7	1.1	-9	2	-1	-5	-13	0
CC(C)CCn1cnc2c([nH]c3cccc(Cl)c32)c1=O	3	-6	0.07	27	-5	-5	7	-4	7
COc1cc(/C=C2/SC(=NCc3ccccc3)N(Cc3ccccc3)C2=O)ccc1O	1	-5	-0.64	4	4	6	-108	-3	7
O=C1NCN(c2ccccc2)C12CCN(c1nnnn1-c1ccccc1)CC2	-4	0	0.26	4	-10	0	-7	-5	9
Cc1noc(C)c1S(=O)(=O)Nc1ccc(C(=O)NC2CCCCCC2)cc1	-1	-2	-0.13	24	5	-1	-9	-11	5
O=C(OCc1nc(-c2ccccc2)oc1COC(=O)c1ccco1)c1ccco1	-12	9	0.87	-22	-8	-2	-37	-13	3
COC(=O)c1ccc(CON2C(=O)c3ccccc3C2=O)cc1	3	-2	1.7	-2	3	2	-21	5	5
Cc1cccc2cc(C#N)c(N3CCCC3)nc12	4	-6	-0.07	0	1	-4	-26	9	7
O=C(O)C(Cc1ccccc1)n1cnnn1 (stereo not given)	-3	2	0.69	-13	0	-3	11	-9	4
c1ccc(CNc2ncnc3c2oc2ccccc23)nc1	7	-7	-0.29	12	9	15	-3	-8	2
CS(=O)(=O)N(CC(=O)N1CCc2ccccc2C1)Cc1ccc(Cl)cc1	2	-1	0.33	/	4	0	-15	-4	6
Cn1ncc([N+](=O)[O-])c1C(=O)N1CCOCC1	0	6	0.25	31	2	-3	24	-10	12
Cc1cc(C)n2nc(C(=O)Nc3ccc4c(c3)OCO4)cc2n1	0	1	0.51	/	-1	-1	-3	5	7
CCCSc1nc(SCC(=O)NCc2ccccc2)c2c3c(sc2n1)COC(C)(CC)C3 (stereo not given)	-2	-2	1.5	6	-3	-3	5	-24	6
Cc1cccc(C)c1NC(=O)Cn1nc(-c2ccccc2)nc1-c1ccccc1	/	/	0.1	/	-4	-8	25	-9	-5
CC(C)c1nc2ccccc2c2nnc(SCC(=O)NCc3ccco3)n12	-9	8	1.1	6	-3	-2	-6	-5	3
